Compound activity: PubChem BioAssay, several laboratories
LMP1 NFkB inh – Epstein-Barr LMP1 NF-kappaB reporter inhibition; LMP1-induced NF-kappaB luciferase reporter cells, luminescence; inhibition, % at 12.5 µM; 0.69% of 350,000 active; AID 504558; in the data active = inhibition above about 41%;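 also: 0% = neutral control wells and 100% = reference inhibitor control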
LRH-1 inv ag – inverse agonists of human LRH-1 (NR5A2) | O00482 | HEK293T StAR-luciferase reporter, LRH-1 transfected, 24 h | inhibition, % at 3.6 µM | 0.13% of 360,000 active;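 active = inhibition above the mean inhibition of all tested compounds plus 3 SD, cut at about 73% in these data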;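 also: 0% = DMSO wells and 100% = reporter-only cells lacking LRH-1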
Target sequence (O00482 whole entry, looked up): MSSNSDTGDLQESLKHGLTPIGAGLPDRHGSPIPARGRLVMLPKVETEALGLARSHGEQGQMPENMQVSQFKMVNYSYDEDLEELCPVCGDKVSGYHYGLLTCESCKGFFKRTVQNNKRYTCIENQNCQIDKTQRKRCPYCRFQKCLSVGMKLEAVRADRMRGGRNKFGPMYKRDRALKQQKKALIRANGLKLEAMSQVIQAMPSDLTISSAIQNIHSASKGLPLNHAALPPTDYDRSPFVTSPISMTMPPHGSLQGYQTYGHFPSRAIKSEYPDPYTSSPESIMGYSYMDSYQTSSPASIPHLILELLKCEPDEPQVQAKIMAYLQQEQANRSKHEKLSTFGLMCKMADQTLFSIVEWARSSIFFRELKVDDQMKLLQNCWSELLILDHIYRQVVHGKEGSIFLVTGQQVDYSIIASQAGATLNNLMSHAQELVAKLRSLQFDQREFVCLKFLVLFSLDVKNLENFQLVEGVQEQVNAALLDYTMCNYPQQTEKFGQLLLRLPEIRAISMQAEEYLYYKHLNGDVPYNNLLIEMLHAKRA
TROY signal inh – inhibitors of TROY-dependent NF-kB signaling; Q293 LMP1-TROYcd NF-kB luciferase reporter, 4 h; AID 1347056; inhibition, % at 10 µM; 0.98% of 360,000 active;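 active = compounds whose plate-normalised and pattern-corrected inhibition of the luciferase reporter signal at the single screening dose is 50% or more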
COUP-TFII inh – inhibitors of human COUP-TFII (NR2F2); P24468; HEK293T NGFI-A luciferase reporter, luminescence; inhibition, % at 8.6 µM; 0.7% of 370,000 active; AID 686940;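 active = inhibition above a per-plate cutoff, mean inhibition of test wells between control levels plus 3 SD, cut at about 38% in these data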;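 also: cells cotransfected with COUP-TFII expression vector driving the NGFI-A reporter; 0% = median of COUP-TF2 test wells and 100% = reporter-only cells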
Target sequence (P24468 whole entry, looked up): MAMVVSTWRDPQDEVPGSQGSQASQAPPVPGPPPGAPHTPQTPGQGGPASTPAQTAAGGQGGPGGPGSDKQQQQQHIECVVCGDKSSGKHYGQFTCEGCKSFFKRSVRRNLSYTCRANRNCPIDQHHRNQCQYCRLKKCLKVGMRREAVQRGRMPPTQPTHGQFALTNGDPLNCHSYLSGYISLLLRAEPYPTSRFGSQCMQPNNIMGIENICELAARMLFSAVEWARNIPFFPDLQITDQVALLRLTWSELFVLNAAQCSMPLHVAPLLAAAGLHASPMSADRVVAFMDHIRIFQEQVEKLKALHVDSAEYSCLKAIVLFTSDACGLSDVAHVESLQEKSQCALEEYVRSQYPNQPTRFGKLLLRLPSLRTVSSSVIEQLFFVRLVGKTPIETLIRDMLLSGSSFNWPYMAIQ
SRC3 inh – human NCOA3 inhibition | Q9Y6Q9 | AID 588352 | HEK293 GAL4-SRC3 luciferase reporter, luminescence | inhibition, % at 3.6 µM | 0.17% of 360,000 active;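 active = inhibition above a per-campaign cutoff, the mean of all compounds plus 3 SD, cut at about 60% in these data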;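 also: 0% = DMSO-treated cells and 100% = gossypol-treated cells at 36 µM; higher means less SRC3-driven luciferase light from the GAL4 reporter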
SRC1 inh – inhibitors of human steroid receptor coactivator 1 (SRC1); HEK293 GAL4-SRC1 luciferase reporter, luminescence; inhibition, % at 3.6 µM; 0.12% of 360,000 active; AID 588354;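 active = inhibition above the campaign mean plus 3 SD, with each screening campaign given its own cutoff, cut at about 60% in these data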;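 also: 0% = DMSO treated cells and 100% = gossypol at 36 µM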
TWEAK Fn14 block – TWEAK-Fn14 signaling inhibition | TWEAK-stimulated Fn14 reporter cells, luciferase luminescence, 8 h | 2% of 360,000 active | inhibition, % at 10 µM; in the data active = inhibition above about 50%
TRAIL sens C8 – caspase-8 TRAIL sensitization; NB7+C8 cells + TRAIL, ATPlite viability luminescence; inhibition (viability loss, TRAIL sensitization), % at 10 µM; 1% of 360,000 active; AID 624354;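 active = compounds causing at least 50% loss of cell viability in the single-dose screen, relative to plate controls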
SRC2 inh – inhibits human steroid receptor coactivator 2; Q15596; HEK293 GAL4-SRC2 luciferase reporter, luminescence; inhibition, % at 9 µM; 0.17% of 370,000 active; AID 651957;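 active = inhibition above the mean inhibition of all tested compounds plus 3 SD, set per campaign, cut at about 52% in these data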;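 also: 0% = DMSO treated cells and 100% = cells given Gossypol at 36 µM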
CF NFkB inh – inhibitors of cystic fibrosis induced NF-kB; KKLEB NF-kB-GFP reporter, PAF-induced, GFP fluorescence overnight; inhibition, % at 5 µM; 0.86% of 360,000 active; AID 588850;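 active = at least 50% inhibition at 5 µM, scaled per plate between neutral and stimulator controls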;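 also: PAF is a Pseudomonas aeruginosa culture filtrate used as stimulus; plate controls were PAF-stimulated DMSO wells for no effect and unstimulated DMSO wells for full effect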
KKLEB cytotox – CF airway cell cytotoxicity counter-screen | KKLEB CF airway cells viability, ATPlite luminescence, overnight; hits give low values; cells stimulated with P. aeruginosa culture filtrate | activity change (cytotoxicity), % at 5 µM | 0.36% of 360,000 active | AID 602141;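 active = corrected activity change at or below -50% at 5 µM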
* hit, by the source's call; . = no result given.

Molecule	LMP1 NFkB inh	LRH-1 inv ag	TROY signal inh	COUP-TFII inh	SRC3 inh	SRC1 inh	TWEAK Fn14 block	TRAIL sens C8	SRC2 inh	CF NFkB inh	KKLEB cytotox
CCOC(=O)c1c(C)n(C)c2ccc(OC)c([N+](=O)[O-])c12	1	-17	-3	0	1	-10	8	0	6	8	-12
Cc1cc(C)cc(Cn2c3ccc(NC(=O)NCc4ccccc4)cc3c(=O)n2C)c1	.	-26	-10	6	6	-15	-2	-3	0	-4	-7
CCc1nnc(NC(=O)Cc2ccc(OC)c(S(=O)(=O)N3CCOCC3)c2)s1	-5	3	15	9	-1	15	14	-15	9	14	-6
Cc1cc(C)n2nc(SCCCC(=O)c3ccccc3)nc2n1	5	7	-12	-8	13	11	-18	26	-5	-12	4
CCOCCCNC(=O)CN1CCN(Cc2ccc(Cl)cc2)C1=O	-3	11	6	0	17	-7	2	6	-39	-1	1
CN(C)c1ccc(NC(=O)c2sc(SCC(=O)Nc3nccs3)nc2N)cc1	-10	-73	-21	-105	-92	-65	-5	23	-43	4	-1
COc1ccccc1CNC(=O)[C@@H](NC(=O)C1CCN(C(=O)[C@@H]2CCCN2C(=O)OC(C)(C)C)CC1)C(C)C	0	22	-5	7	9	-20	2	10	-11	-14	5
COc1ccc2oc(=O)c(/C(C)=N/Nc3ccccc3)cc2c1	6	9	-16	5	14	7	-8	1	6	-4	-11
CCOc1ccc(NC(=O)CN(C)C(=O)c2ccc3c(c2)S(=O)(=O)N=C2CCCCCN23)cc1OCC	-4	-9	5	-7	9	4	-14	-3	-2	14	-6
Cc1ccc(NS(=O)(=O)c2cc(C(=O)O)ccc2Cl)c(C)c1	-3	2	13	7	6	1	6	-2	0	6	-4
CCOC(=O)CSc1ccccn1	-14	0	-17	-5	10	6	5	-3	10	-3	6
CC1CCN(C(=O)c2ccc(S(=O)(=O)N3CCOCC3)cc2)CC1	-2	1	-10	14	13	8	5	-9	8	4	1
CS(=O)(=O)N(CCc1ccccc1)CC(=O)Nc1ccc2c(c1)OCO2	1	-8	-21	2	-4	7	0	8	-15	-11	5
CCOc1ccc(NC(=O)CCN2C(=O)CSc3ccccc32)cc1	-1	-5	-11	-7	-7	6	0	17	-4	6	11
Nc1[nH]ncc1-c1ccc(Cl)cc1	-2	10	13	-2	-24	-20	2	-8	-1	25	9
c1ccc2c(-c3nnc4n3CCCCC4)cc(-c3ccncc3)nc2c1	4	-3	-28	-1	26	-13	4	-17	-12	7	-2
CC(Nc1nc(-c2ccc(F)cc2)cs1)c1nc2cc(C(F)(F)F)ccc2n1CCCO (stereo not drawn)	-2	-22	3	10	0	0	-5	26	-21	18	-15
O=C(c1ccco1)N1CCN(S(=O)(=O)Cc2ccccc2Cl)CC1	-17	-4	16	10	5	-4	7	-10	5	8	0
Cc1ccc(OCC(=O)N/N=C/c2ccncc2)cc1C	-4	6	-2	7	5	-7	-3	-5	-7	12	4
Cc1nc(-c2nc(C(=O)NNS(C)(=O)=O)cs2)cs1	-2	4	-21	-4	9	-6	-4	-10	12	7	-7
Cc1cnc(C(=O)N2CCCC(C(=O)c3ccc(Cl)cc3C)C2)cn1 (stereo not drawn)	1	0	-8	10	5	9	13	-6	7	-2	7
COc1ccc(N(CC(=O)NC2CCCCC2)S(=O)(=O)c2c(C)[nH]c(=O)[nH]c2=O)cc1	0	-5	4	2	4	10	-11	-6	2	-14	17
O=C(CCNS(=O)(=O)c1ccccc1C(F)(F)F)N1CCN(S(=O)(=O)c2cccc(Cl)c2)CC1	-7	21	-6	7	-23	0	-9	5	4	5	14
Cc1cccc(NC(=S)N2CCN(c3ccc(F)cc3)CC2)c1	4	-7	10	2	4	4	8	-6	4	10	6
CCc1ccc(OCC(=O)NNC(=O)c2ccc(-n3cncn3)c([N+](=O)[O-])c2)cc1	-2	2	-19	5	17	12	0	6	13	-17	13
O=C(COC(=O)c1oc2ccccc2c1CSc1ccc(Cl)cc1)NC1CCCC1	9	-4	10	6	6	2	7	11	7	8	8
Cc1cccc(NC(=O)/C=C/c2cccs2)n1	-8	-164	-79	-44	-77	-104	23	42	-12	-5	5
O=C(NCc1ccncc1)Nc1ccc2c(c1)OCO2	3	0	-9	-10	-5	9	-10	-4	-27	14	2
CN(C)CCN(C(=O)CN1C(=O)c2ccccc2C1=O)c1nc2cc3c(cc2s1)OCCO3	8	-38	-62	-33	-14	-34	-3	2	-69	13	-11
Cc1ccc(CNC(=O)CSc2nc3ccccc3c(=O)n2CC2CCCO2)cc1 (stereo not drawn)	-8	2	-27	-5	14	-36	-8	-20	6	-12	8
CCCCN(C)C(=O)c1oc2ccc(S(=O)(=O)N3CCCCCC3)cc2c1C	14	-8	29	13	14	9	23	13	17	5	6
NS(=O)(=O)c1ccc(CCNC(=O)CNC(=O)c2ccccc2F)cc1	5	-7	14	3	-3	4	-4	-21	-9	6	7
CC1CCN(CCOCCSc2ccc(Cl)cc2)CC1	-1	-4	0	-9	17	2	1	12	-8	-6	1
CC1=Nc2cc(Cl)ccc2Oc2ccccc21	-5	-11	12	-8	6	-17	-6	-6	1	10	-11
CC(C)OC(=O)C1C(=O)CC(C)(O)C(C(=O)OC(C)C)C1c1ccccc1 (stereo not drawn)	7	3	-1	-22	16	9	-4	-7	-2	-3	3
O=C(O)C1CC=CCC1C(=O)NC12CC3CC(CC(C3)C1)C2 (stereo not drawn)	3	2	0	-1	-1	-4	-17	-5	4	-1	-2
CCOc1ccc(-c2cc(C(=O)O)c3ccccc3n2)cc1	26	-119	-9	-9	-63	-103	28	83*	-76	8	0
CCCC(NC(=O)c1c(C)noc1C)C12CC3CC(CC(C3)C1)C2 (stereo not drawn)	8	-2	11	16	8	-15	9	-56	12	-4	-9
COC(=O)c1ccc(NC(=O)CSc2nnc(-c3ccncc3)n2C)cc1	-8	37	-5	-2	-8	10	3	10	0	-2	-4
COc1ccc(S(=O)(=O)NC(=O)C2(C)CCN2C(=O)C2CC2)cc1 (stereo not drawn)	.	4	-15	6	-8	-2	3	-14	-13	4	3
CCCc1cc2nnc(SCC(=O)N(C)C3CCCCC3)n2c(N)n1	6	3	-25	-5	19	-11	8	-2	12	7	0
Cc1c(CCC(=O)NC2CC2)c(=O)oc2cc(O)ccc12	-4	-5	9	3	-2	-5	3	-1	-4	-10	-2
Cc1cc(C)nc(-n2ncc3c2CC(c2ccc(C(C)C)cc2)CC3=O)n1 (stereo not drawn)	11	-17	19	15	-4	-17	21	-8	-5	7	-4
CC(C(=O)NC1C=CS(=O)(=O)C1)N1C(=O)/C(=C/c2ccc(Cl)cc2)SC1=S (stereo not drawn)	-7	10	9	2	-8	-9	7	0	4	15	-13
COc1ccc(NC(=O)C2CCN(C(=O)Nc3ccc(C)cc3)CC2)cc1OC	4	2	-3	6	1	10	31	14	-13	11	-8
COc1ccc(-n2ccnc2SCC(=O)NC2CCCC2)cc1	0	-2	10	15	-2	-14	8	-12	1	-15	22
O=C(Oc1ccc2ccccc2c1Cl)N1CCCCCC1	-33	-164	15	-78	-160	-225	16	53*	-22	5	2
COc1cc2c(cc1NC(=O)COC(=O)[C@@H](NS(=O)(=O)c1ccccc1)C(C)C)oc1ccccc12	-32	-24	-26	12	2	-19	29	4	1	-14	6
COC(=O)CCCC(=O)N1CCCC(N(C)CCc2ccccc2)C1 (stereo not drawn)	4	-5	-47	-11	-12	3	-12	6	3	7	-4
O=C1C2C(C(=O)N1/N=C/c1ccc(N3CCCCC3)o1)C1C=CC2C12CC2 (stereo not drawn)	-12	12	14	-1	4	11	9	1	3	-12	3
OCc1ccc(-c2cccc3nccn23)cc1	.	-3	4	-5	-7	1	-16	-2	14	0	-2
O=C(CCn1c(=O)[nH]c2ccsc2c1=O)Nc1ccc(F)c(F)c1	-5	-19	4	17	9	14	5	1	-13	-22	8
CCC(Sc1ccc2nnc(-c3cccnc3)n2n1)C(=O)OC (stereo not drawn)	-3	7	-12	13	17	19	-12	-20	17	0	5
COc1ccc(OC)c(NC(=O)C2CC(=O)N(c3ccccc3)C2)c1 (stereo not drawn)	-4	8	12	7	15	0	3	-8	-3	20	0
Cc1ccc(CNC(=O)C23CN(Cc4ccccc4)CC2C(c2cccc([N+](=O)[O-])c2)=NO3)cc1 (stereo not drawn)	1	30	-4	4	2	5	7	12	8	8	-5
Cc1cc(NC(=O)COC(=O)c2c(C)nn(-c3ccccc3)c2C)no1	3	10	-10	3	-14	-21	9	-10	-26	-6	12

Next part.
Molecule	LMP1 NFkB inh	LRH-1 inv ag	TROY signal inh	COUP-TFII inh	SRC3 inh	SRC1 inh	TWEAK Fn14 block	TRAIL sens C8	SRC2 inh	CF NFkB inh	KKLEB cytotox
CNS(=O)(=O)c1cccc(C(=O)OCC(=O)N(CCC#N)c2ccccc2)c1	10	10	2	5	16	-28	-1	-4	-9	4	3
COc1ccccc1NC(=O)c1c(Nc2ccccc2C)sc(C(=O)Nc2cccc(Cl)c2)c1N	43*	26	22	38*	27	17	86*	3	5	16	-6
CCSc1nnc(NC(=O)C2CC=CCC2C(=O)O)s1 (stereo not drawn)	8	9	-11	1	-7	12	2	-20	11	11	-3
CCOC(=O)C1CCCN(c2ccc(NC(=O)c3snc4c(=O)[nH]c(C)nc34)cc2)C1 (stereo not drawn)	-54	-15	51*	-21	4	2	-28	-3	-27	-18	-1
C#CCOCCOCCOCCNc1nc(N2CCN(C(=O)CCCCCCCCCCNC(=O)[C@@H](CCSC)n3cc(CCO)nn3)CC2)nc(N2CCN(C(=O)CCCCCCCCCCNC(=O)[C@@H]([C@H](C)O)n3cc(C)nn3)CC2)n1	-3	-17	-28	22	-33	-3	23	7	-11	-4	16
CCc1nc2ccccc2n(CC)c1=O	-2	11	-1	-2	13	0	18	0	-19	-4	5
Cc1cc(Cl)ccc1OCCCC(=O)NO	26	-33	-3	52*	25	10	-101	23	36	29	-6
COc1cc(NC(=O)CN2C(=O)NC(c3ccccc3)(c3ccccc3)C2=O)cc(OC)c1	-2	2	6	16	-1	-8	22	1	6	-8	10
COc1ccc(Oc2c(OC)cc(NCc3ccc(CN)cc3)c3ncccc23)cc1	-14	22	-4	7	-6	-9	-4	0	-30	-3	8
Cc1ccc(S(=O)(=O)N2CCN(CC(=O)N/N=C\c3ccccn3)CC2)cc1	-7	-8	13	12	-40	-4	-9	-21	22	28	6
COc1cc(CCC(=O)Nc2c(C(=O)N3CCN(c4ccccc4OC)CC3)oc3ccccc23)on1	1	-23	13	12	-15	13	10	4	25	0	16
O=C(Oc1ccc(Br)cc1C(=S)N1CCCCC1)c1cc([N+](=O)[O-])cc([N+](=O)[O-])c1	-7	-4	-6	.	10	-3	11	-3	.	13	-17
C/C(=N/NC(=O)c1cc(O)c(O)c(O)c1)c1ccc([N+](=O)[O-])cc1	-7	-9	0	-27	1	-4	17	-2	1	-13	0
